Screens: PubChem BioAssay, National Center for Advancing Translational Sciences (NCATS)
LmPK inhibitor: inhibitors of Leishmania mexicana pyruvate kinase | hit rate 0.37% among 290,000 | AID 1721 | purified LmPK, Kinase-Glo ATP luminescence, 1 h | Potency, µM (doses to about 57.5 µM), for inactives: at the highest dose activity change, negative = inhibition, most hits filed as inhibitors; further: potency means the concentration at half of the fitted maximal effect
Target sequence (Q27686 whole entry, looked up): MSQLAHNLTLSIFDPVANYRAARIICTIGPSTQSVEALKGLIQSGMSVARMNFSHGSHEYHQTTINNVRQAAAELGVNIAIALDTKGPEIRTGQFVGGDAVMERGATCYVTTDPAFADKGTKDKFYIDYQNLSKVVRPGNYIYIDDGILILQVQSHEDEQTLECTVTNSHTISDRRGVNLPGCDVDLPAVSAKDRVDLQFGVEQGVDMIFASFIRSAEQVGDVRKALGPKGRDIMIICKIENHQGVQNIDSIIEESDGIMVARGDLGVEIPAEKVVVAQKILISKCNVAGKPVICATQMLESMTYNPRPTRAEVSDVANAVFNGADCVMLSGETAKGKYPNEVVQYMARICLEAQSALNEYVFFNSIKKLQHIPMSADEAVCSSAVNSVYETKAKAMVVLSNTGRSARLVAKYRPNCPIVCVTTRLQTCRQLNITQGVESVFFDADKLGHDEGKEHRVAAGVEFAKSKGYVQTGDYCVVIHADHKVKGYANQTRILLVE
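qHTS format; LmPK 0.1 nM; substrates PEP 0.5 mM and ADP 0.1 mM. One-hour room-temperature incubation, then coupled luciferase luminescence; 0.5 nM enzyme wells mark activation.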
Tb PYK inh: inhibitors of Trypanosoma brucei pyruvate kinase. hit rate 0.12% among 410,000. TbPYK enzyme, Kinase-Glo Plus ATP luminescence, 45 min. Q57TT1. Potency, µM (highest dose often 76.8 µM), for inactives: at the top dose activity, negative = inhibition, hits mostly inhibitors; further: potency means the concentration at half of the fitted maximal effect; nearly all actives have a fitted effect of over 50% in size
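In this concentration-response screen, enzyme-free wells defined baseline while DMSO plates tracked drift. Each reaction combined TbPYK, substrate, compound and 130 uM ADP for 45 min at room temperature. Kinase-Glo Plus luminescence gave the signal.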
HCMV inh: blocks human cytomegalovirus replication | HFF cells, HCMV-luciferase reporter, 72 h; hits give low values | activity change, negative = inhibition, % at 57.5 µM | hit rate 4.5% among 410,000 | AID 1259415; in the data active means activity change below about -60%; inconclusive means no clear call, values can overlap the other calls; inactive means above about -39%
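Compounds were evaluated in HFFs infected with an HCMV luciferase reporter virus (MOI 1 PFU/cell). Luciferase in lysates collected 72 h post infection served as the replication measure.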
AmpC inh no detg: AmpC beta-lactamase inhibition without detergent | P00811 | AmpC nitrocefin hydrolysis, absorbance 480 nm, 0.0001% Triton | Potency, µM (top dose mostly 57.1 µM), inactives show top-dose activity change, negative = inhibition, usual class: inhibitors | hit rate 0.52% among 330,000 | AID 485341;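 further: potency means the concentration at half of the fitted maximal effect; plate controls were no compound for no effect and no enzyme for full effect; nearly all actives have a fitted effect of over 20% in size; some results filed as inactive show a strong effect at the top dose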
Target sequence (P00811 whole entry, looked up): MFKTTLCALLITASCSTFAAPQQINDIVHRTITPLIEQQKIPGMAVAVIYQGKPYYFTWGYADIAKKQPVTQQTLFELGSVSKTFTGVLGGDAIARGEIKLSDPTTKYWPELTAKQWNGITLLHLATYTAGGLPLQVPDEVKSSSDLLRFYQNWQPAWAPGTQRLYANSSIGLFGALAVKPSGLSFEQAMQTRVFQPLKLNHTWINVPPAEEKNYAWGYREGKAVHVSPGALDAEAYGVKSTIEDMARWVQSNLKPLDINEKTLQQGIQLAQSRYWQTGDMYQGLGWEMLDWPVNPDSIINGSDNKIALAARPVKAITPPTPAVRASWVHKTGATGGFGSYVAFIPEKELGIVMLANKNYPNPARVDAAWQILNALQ
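AmpC (5.3 nM in the dispensed reagent) in 20 mM phosphate pH 7.0 with 0.01% (detergent screen) or 0.0001% Triton X-100 was preincubated with compounds for 15 min at room temperature. Nitrocefin was then added from an 800 uM solution, and hydrolysis was followed at 480 nm.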
AMA1 RON2 block: inhibitors of Plasmodium falciparum AMA1-RON2 interaction | AlphaScreen AMA1-biotinylated RON2 peptide binding | Potency, µM (series often up to 58.2 µM), for inactives: at the top dose activity change, negative = inhibition, hits mostly inhibitors | hit rate 0.2% among 360,000;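 further: potency means the concentration at half of the fitted maximal effect; 0% = vehicle wells and -100% = peptide control; nearly all actives have a fitted effect of over 45% in size; some results filed as inactive show a strong effect at the top dose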
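AMA1 (3D7) with his tag at 25 nM final met compounds first, then biotinylated RON2 peptide at 25 nM; detection used donor plus acceptor beads, 10 µg/mL apiece, read by AlphaScreen after 30 min at room temperature.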
HCV inh: HCV inhibition | Huh7.5.1 HCVcc-Cre infection, luciferase reporter, 44 h | Potency, µM (series often up to 41.8 µM), inactives show top-dose activity change, negative = inhibition, actives largely listed as inhibitors | hit rate 3.4% among 340,000; further: potency means the concentration at half of the fitted maximal effect
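Cells (1,000/well) were plated 4 h before compound, then infected with HCVcc-Cre virus (~0.5 moi). After 44 h further culture, infection was read as luciferase luminescence following a 15 min substrate incubation at room temperature.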
AmpC detergent: AmpC beta-lactamase inhibition with detergent present | Potency, µM (highest dose often 114 µM), without a hit: at the top dose activity change, negative = inhibition, actives largely listed as inhibitors | AmpC hydrolysis of nitrocefin, absorbance 480 nm, 0.01% Triton | P00811 | AID 485294 | hit rate 0.041% among 370,000;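 further: potency means the concentration at half of the fitted maximal effect; 0% = no-compound wells and -100% = no-enzyme wells; nearly all actives have a fitted effect of over 25% in size; some results filed as inactive show a strong effect at the top dose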
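AmpC (5.3 nM in the dispensed reagent) in 20 mM phosphate pH 7.0 with 0.01% (detergent screen) or 0.0001% Triton X-100 was preincubated with compounds for 15 min at room temperature. Nitrocefin was then added from an 800 uM solution, and hydrolysis was followed at 480 nm.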
Active calls of the source: *; ? = inconclusive; nt = no result given; & = joins results of further samples; [ ] = remark or other dose. Unless noted, the call rests on the fitted dose curve; in most records, active means well fitted curve in the direction sought with a large enough effect; inconclusive means small, poorly fitted or top-dose-only effect, or another doubt; inactive means no such curve, though single readings can be large; an effect the other way counts as inactive or inconclusive. Unless noted, on the % scale 0 is the no-effect control and ±100 the full control effect.

smiles	LmPK inhibitor	Tb PYK inh	HCMV inh	AmpC inh no detg	AMA1 RON2 block	HCV inh	AmpC detergent
Cn1c(CCNC(=O)c2ccccc2)nc2ccccc21	1%	7%	nt	-17%	8%	21%	0%
COCCCN(C(=S)NC(=O)c1ccc(Br)cc1)c1c(N)n(Cc2ccccc2)c(=O)[nH]c1=O	4%	-24%	-14	5.6µM*	84%[activator]	?	-2%
COc1cccc(-c2ccc3nnc(SCC(=O)N4CCCC4)n3n2)c1	nt	1%	-20	3%	3%	-17%[8.37 µM]	?
CSCCCN1CCCC(CO)(Cc2ccccc2F)C1 (stereo not drawn)	6%	5%	-10	-2%	23%	5%	-10%
O=C(NC1CCCC1)c1ccccc1-c1nc2ccccc2[nH]1	-6%	0%	0	-13%	6%	?	4%
O=C(c1cccc(-n2cccc2)c1)N1CCN(S(=O)(=O)c2ccc(F)cc2)CC1	-5%	-15%	-6	35%	0%	4%	3%
CCC(=O)N1CCc2cc(S(=O)(=O)CCC(=O)Nc3cc(Cl)ccc3OC)ccc21	nt	-26%	7	nt	nt	nt	-3%
O=C(O)/C=C/C(=O)NCCNc1ncc(C(F)(F)F)cc1Cl	0%	-2%	-30	-11%	13%	13%	-9%

Entries of single compounds, quoted from the list. Order of screens: LmPK inhibitor, Tb PYK inh, HCMV inh, AmpC inh no detg, AMA1 RON2 block, HCV inh, AmpC detergent
Entry for CCC(=O)N1CCc2cc(S(=O)(=O)CCC(=O)Nc3cc(Cl)ccc3OC)ccc21 = nt, -26%, 7, nt, nt, nt, -3%
Entry for O=C(c1cccc(-n2cccc2)c1)N1CCN(S(=O)(=O)c2ccc(F)cc2)CC1 = -5%, -15%, -6, 35%, 0%, 4%, 3%

The list goes on:
smiles	LmPK inhibitor	Tb PYK inh	HCMV inh	AmpC inh no detg	AMA1 RON2 block	HCV inh	AmpC detergent
COc1cccc(C(=O)NCCS(=O)(=O)NCc2ccccn2)c1	nt	2%	15	-11%	58%[activator]	4%	?
CC(C)n1c(CSCc2ccc(Cl)cc2Cl)n[nH]c1=S	?	?	?	-25%	29%	-10%	-1%
CC1=C(c2ccc(F)cc2)[N+](=O)C(C)(C)N1[O-]	-1%	3%	-29	-13%	-10%	13%	2%
C/C(=N\N1CCCCCC1)c1c(O)n(-c2ccc(Cl)cc2)c(=O)[nH]c1=O	5%	-13%	-12	-8%	-1%	2%	7%
CC1CCN(C(=O)COc2cccc3c2CCN(C)C3=O)CC1	7%	0%	14	-3%	21%	-1%	-13%
CN1CCc2nc3ccc(Cl)cc3c(-c3ccccc3Cl)c2C1	6%	-9%	-27	197%[activator]	-10%	-25%	-6%
COc1ccc(CC(=O)Nc2ncc([N+](=O)[O-])s2)cc1OC	3%	?	-11	-41%	37%[activator]	0%	-1%
O=S(=O)(c1ccc(N2CCOCC2)c(Cl)c1)N1CCOCC1	2%	5%	9	37%	12%	-4%	0%

3 entries out of the list, ordered by molecular weight, descending.
smiles	LmPK inhibitor	Tb PYK inh	HCMV inh	AmpC inh no detg	AMA1 RON2 block	HCV inh	AmpC detergent
COc1cccc(-c2ccc3nnc(SCC(=O)N4CCCC4)n3n2)c1	nt	1%	-20	3%	3%	-17%[8.37 µM]	?
CC(C)n1c(CSCc2ccc(Cl)cc2Cl)n[nH]c1=S	?	?	?	-25%	29%	-10%	-1%
CC1=C(c2ccc(F)cc2)[N+](=O)C(C)(C)N1[O-]	-1%	3%	-29	-13%	-10%	13%	2%

Going on with the list.
smiles	LmPK inhibitor	Tb PYK inh	HCMV inh	AmpC inh no detg	AMA1 RON2 block	HCV inh	AmpC detergent
Cc1nn(CC(=O)N(C)Cc2ccc(F)cc2)c(C)c1[N+](=O)[O-]	-3%	-2%	6	9%	8%[2.32 µM]	22%	11%
COC(=O)C1=CN(CC2CCCO2)C=C(C(=O)OC)C1c1ccccc1C(F)(F)F (stereo not drawn)	4%	0%	-21	23%	29%	-21%	-9%
Cc1cc(C)c2c(-n3cccc3)c(C(=O)NCCCN3CCCCC3)sc2n1	nt	1%	18	nt	nt	nt	23%
CC(C)=NOc1nc(NC(=O)NS(=O)(=O)c2ccccc2Cl)nc(N(C)C)n1	nt	5%	-39	nt	-16%	13%	nt
CCOC(=O)N1CCN(C(=O)C2CCC(CNS(=O)(=O)c3ccc(Cl)cc3)CC2)CC1 (stereo not drawn)	0%	-2%	8	-12%	4%	20%	-14%
Cc1cccnc1C(NC(=O)C1CCN(Cc2ccccc2)CC1)c1ccc(F)cc1 (stereo not drawn)	nt	-1%	-62*	nt	11%	nt	nt
CCOc1ccc(N(C(=O)/C=C/C(=O)Nc2cc(C)on2)C(C(=O)NC2CCCC2)c2ccccc2C)cc1 (stereo not drawn)	1%	-1%	-93*	58%[activator]	-4%	16%	-3%
C/C(=N/NC(=O)c1ccccc1O)c1ccc(N2C(=O)C3CCCCC3C2=O)cc1 (stereo not drawn)	-2%	2%	158	-32%	5%	-18%	6%
Cc1nn(CC(=O)N2CCN(c3ccccc3)CC2)c(=O)c2cccn12	-2%	0%&6%	1&1	-3%	9%	0%	-5%&22%
O=C1CCN(Cc2ccccc2)CCN1[C@H](CO)Cc1ccccc1	-1%	2%	39	15%	4%	29%	-17%
COc1ccc(C(=O)N2CCCC(CCC(=O)NCc3ccc(F)c(F)c3)C2)o1 (stereo not drawn)	-14%	0%	23	59%	-2%	-13%	3%
COc1ccc(NC(=O)C2CCCN(S(=O)(=O)c3ccc4[nH]c(=O)ccc4c3)C2)cc1 (stereo not drawn)	4%	-4%	-15	-12%	20%	9%	-14%
Nc1ccc(N2CCN(c3ccc(Cl)c(Cl)c3)CC2)cc1	8%	4%	-85*	-32%	?	?	?
O=C(Nc1ccon1)c1ccc(Br)o1	-3%	-6%	-6	-8%	-1%	1%	5%
NS(=O)(=O)c1cccc(NC(=O)CCS(=O)(=O)c2ccc(Cl)cc2)c1	0%	0%	26	-25%	22%	6%	2%
CCCCc1ccc(-c2csc(/C(C#N)=C\c3ccc(C)o3)n2)cc1	-1%	-2%	-16	-49%	15%	6%	-11%
Cc1cc(C)cc(N(C(=O)c2cccs2)C2C=CS(=O)(=O)C2)c1 (stereo not drawn)	-2%	1%	-15	-13%	24%	-14%	2%
O=CN1CCCN(Cc2nc(-c3cccc(Cl)c3)no2)CC1	-2%	-6%	3	18%	-11%	-3%	4%
O=C(NCc1cccnc1)C1CCCN(S(=O)(=O)c2ccc(Cl)cc2)C1 (stereo not drawn)	2%	1%	7	8%	9%	-10%	2%
CNC(C(=O)c1ccccc1)C(OC)c1cccc([N+](=O)[O-])c1 (stereo not drawn)	0%	-2%	20	-6%	-4%	29%	2%
Cc1c(C=C2C(=O)N(C)C(=O)N(C)C2=O)c(=O)n(-c2ccccc2)n1C	-2%	30%	-7	-11%	-8%	8%	0%
O=[N+]([O-])c1cc(C(F)(F)F)ccc1NC1CCN(Cc2ccccc2)CC1	0%	1%	18	10%	13µM*	1%	0%
Cc1cccc(/C=N/Nc2nncc3ccccc23)c1	?	-13%	197	-3%	-25%	-20%	-13%
CN(CC(=O)Nc1ccc(F)cc1)C(=O)c1cc([N+](=O)[O-])ccc1N1CCOCC1	nt	-6%	-5	5%	-6%	?	-18%
O=S(=O)(NCc1ccco1)c1cnc(Cl)c(Br)c1	2%	-2%	5	-18%	-8%	-17%	-15%
C/C=C/C(=O)OCC(=O)Nc1cccc(F)c1	-7%	4%	?	-8%	-3%	23%	?
CCCn1c(SCC(=O)N2CCCc3ccccc32)nnc1-c1ccco1	4%	-9%	-16	1%	0%	2%	4%
O=C(Nc1ccc2c(c1)C(=O)NC2=O)c1ccccc1	-5%	-2%	?	-26%	2%	6%	-11%
O=C(Nc1ccc2oc(-c3ccccc3F)nc2c1)c1ccccc1F	-3%	-4%	25	-3%	6%	?	?
Cc1c(CNC(=O)c2cnn3c2NC(c2ccccc2)CC3C(F)(F)F)cnn1C (stereo not drawn)	-3%	0%	-13	93%[activator]	6%	3%	?
CCCN(/C=N/c1sc2c(c1C#N)CCCCC2)CCC	-4%	1%	-12	-10%	-4%	-14%	-5%
Cc1cccc(S(=O)(=O)N(C)C[C@H]2OCc3cn(nn3)CCCC(=O)N([C@H](C)CO)C[C@@H]2C)c1	nt	-15%	5	nt	-5%	nt	nt
O=C(O)C1CCN(S(=O)(=O)c2ccc3[nH]ccc3c2)CC1	nt	0%	-20	nt	-2%	nt	nt
C=Cc1ncc(OC)c2c1[nH]c1ccccc12	nt	-8%	nt	-14%	-5%	?	-7%
CN(C)c1ccc(CNC2C3CC4CC(C3)CC2C4)cc1 (stereo not drawn)	-5%	0%	-15	-9%	-24%	-7%	-11%
CCOc1ccccc1NS(=O)(=O)c1cc2c3c(c1)C(C)C(=O)N3CCC2 (stereo not drawn)	7%	-5%	33	33%	1%	-12%	-5%
Cc1ccc(C(=O)NCCn2cc(SCC(=O)Nc3cc(C)on3)c3ccccc32)cc1	1%	-3%	-19	-15%	0%	?	-10%
O=C(CN1C(=O)/C(=C/c2cccc(Br)c2)SC1=S)NCCCN1CCOCC1	1%	2%	-18	145%[activator]	42%[activator]	10%	-5%
COc1cc(NC(=S)NCCCN2CCOCC2)cc(OC)c1	-1%	-2%	34	-33%	9%	-3%	-11%
NS(=O)(=O)c1cccc(NC(=O)CCSc2ccccc2Cl)c1	0%	3%	6	-22%	12%	11%	?
CN(CC(=O)Nc1cccc(F)c1)C(=O)CCCNC(=O)c1ccc(Cl)cc1	nt	-9%	66	10%	0%	2%	-12%
COc1ccc(C)cc1S(=O)(=O)N1CCCC(C(=O)N2CCOCC2)C1 (stereo not drawn)	0%	-5%	14	15%	51%[activator]	12%	3%
Cc1ccccc1/C=C/C(=O)N1CCOCC1	-26%	0%	22	-22%	15%	5%	-2%
COc1cccc(CN(C(=O)/C=C/c2ccco2)C2CCS(=O)(=O)C2)c1 (stereo not drawn)	-2%	-11%	?	81%[activator]	0%	5%	1%
CC1CCN(c2[nH]c(=S)c(C#N)c3c2CCCC3)CC1	-4%	-29%	-11	-33%	10%	7%	6%
CC1Cc2nc(SCC(N)=O)n(C)c(=O)c2S1 (stereo not drawn)	-12%	-2%	-18	-15%	7%	0%	?
O=C(Cc1ccccc1)NCc1ccc2c(c1)OCO2	-18%	4%	66	-2%	6%	15%	1%
Cc1cccc(CN2CCN(c3nc4nonc4nc3NC3CC3)CC2)c1	5%	-3%	-4	23%	-12%	7%	8%
Cc1cc(C(=O)N/N=C/c2cccnc2)c(C)o1	-11%	-18%	-99*	-11%	52%[activator]	7%	-3%
